Abeta rescue – restores growth of yeast expressing A-beta42 peptide. yeast expressing A-beta42, growth rescue, OD600, 48 h; response scale: 0% DMSO, 100% iron-clioquinol control. Potency, µM (top dose mostly 46.1 µM), for inactives: at the highest dose growth rescue, hits mostly activators. 410,000 compounds, 0.063% hits. AID 1347071; also: potency is read from the fitted curve at half-maximal effect; nearly all actives have a fitted effect of over 55% in size
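Yeast A-beta toxicity model in growth medium with pinned compounds, 48 h at 30 C; growth read as absorbance at 600 nm. Normalized to FeCl3/clioquinol equimolar mix (positive) and DMSO (negative).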
Akt phos inh – inhibitors of Akt phosphorylation. Neuro2A IGF-stimulated pAkt S473 HTRF, 20 min; hits give low values. activity change, % for hits at 50 µM. 360,000 compounds, 0.32% hits; in the data active = activity change below about -80%; inconclusive = mostly about -51% to -80%; also: % is scaled to controls: 0 for no effect and ±100 for the full control effect
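Neuro2A cells (4,500/well, DMEM with 0.5% FBS) were treated with compound at a single 50 µM final concentration, stimulated with 6 nM IGF for 20 min at 37 °C, and lysed. Phospho-Akt Ser473 was read by HTRF as 665/615 ratio ×10^4.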
A549 viability – counter-screen for Nrf2 inhibitors: cytotoxicity in A549 cells. Potency, µM (titrated, usually from 46 µM), inactives show at the top dose activity change, negative = cytotoxicity, usual class: inhibitors. A549 ARE-Fluc cells, CellTiter-Fluor viability, 18-24 h. AID 504648. 390,000 compounds, 0.16% hits; also: potency is read from the fitted curve at half-maximal effect; % is scaled to controls: 0 for no effect and ±100 for the full control effect
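A549 ARE-Fluc cells in 5% FBS OPTI-MEM, 5000 cells/well, rested 2 h then exposed to compounds in concentration-response for 18-24 h at 37 °C. Viability by CellTiter-Fluor fluorescence (Ex 405/Em 525) after 30 min; luciferase luminescence (BugLite, 15 min, RT) read afterwards.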
Nrf2 activator – Nrf2 pathway activation; AREc32 ARE-luciferase reporter (MCF7-derived line), luminescence, 24 h; 410,000 compounds, 0.31% hits; Potency, µM (doses to about 46.1 µM), without a hit: at the highest dose activation, usual class: activators; AID 624171; also: potency is read from the fitted curve at half-maximal effect; % of control where 0% means no effect; nearly all actives have a fitted effect of over 65% in size
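Nrf2 activation is followed as ARE-luciferase induction in the AREc32 line after one day of compound treatment; luminescence is read with Steady-Glo.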
Mm-Cpn inhibitor – blocks the Methanococcus maripaludis chaperonin Mm-Cpn | Potency, µM (highest dose often 76.9 µM), inactives show at the top dose activity, negative = inhibition, actives largely listed as inhibitors | 330,000 compounds, 0.031% hits | purified Mm-Cpn ATPase, ADP Transcreener TR-FRET; also: potency is read from the fitted curve at half-maximal effect; % is scaled to controls: 0 for no effect and ±100 for the full control effect; nearly all actives have a fitted effect of over 80% in size
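TR-FRET (320 nm excitation; 590 and 665 nm emission) reports ADP made from 10 uM ATP by 25 nM enzyme; compounds were preincubated 10 min, reaction run 30 min, both at 37°C.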
HepG2 viability – HepG2 cytotoxicity, counter-screen for TGF-b inhibitors. HepG2 CAGA-GFP viability, ATP luminescence, 18 h. 410,000 compounds, 0.76% hits. AID 588856. Potency, µM (titrated, usually from 46.1 µM), for inactives: top-dose activity change, negative = cytotoxicity, usual class: cytotoxic; also: potency is read from the fitted curve at half-maximal effect; some results filed as inactive show a strong effect at the top dose
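CellTiter-Glo luminescence gave cytotoxicity after 18 hours at 37 degrees C. The cells were HepG2 CAGA-GFP in 1% FBS DMEM, stimulated with 500 pg/mL TGF-beta after compound addition. %Activity was normalised to no-cell wells (complete cell-killing) and DMSO (no toxicity), and curves were fitted and classified.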
TGFb inhibitor – TGF-b pathway inhibition; HepG2 CAGA-GFP TGF-b/SMAD3 reporter, GFP fluorescence, 18 h; TGF-beta stimulated, 500 pg/mL final; Potency, µM (highest dose often 46.1 µM), for the others: at the highest dose activity, negative = inhibition, actives largely listed as inhibitors; 410,000 compounds, 1.2% hits; AID 588855; also: potency is read from the fitted curve at half-maximal effect; % is scaled to controls: 0 for no effect and ±100 for the full control effect; nearly all actives have a fitted effect of over 65% in size
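Smad-responsive CAGA-GFP expression was quantified in HEPG2 cells exposed to compounds and 500 pg/mL final TGF-beta for 18 h at 37 degrees C; unstimulated wells defined full inhibition.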
CCT modulator – modulators of cytosolic chaperonin (CCT/TRiC) activity; purified chaperonin ATPase assay, HTRF ADP detection, 30 min; activity change, % (test concentration not listed), hits read low; 360,000 compounds, 0.3% hits; AID 651819; in the data active = activity change below about -30%; also: % is scaled to controls: 0 for no effect and ±100 for the full control effect
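Nucleotide hydrolysis assay: TRiC at 20–40 nM final (set by batch activity) with 10 uM ATP, 30 min at 37 °C, in presence of 76 uM compound. Detection by competitive ADP HTRF, 30 min ambient.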
Nrf2 block – Nrf2 pathway inhibition | 360,000 compounds, 2.1% hits | A549 ARE-Fluc reporter, luciferase luminescence, 18-24 h | Potency, µM (top dose mostly 46 µM), inactives show at the top dose activity change, negative = inhibition, most hits filed as inhibitors; also: potency is read from the fitted curve at half-maximal effect; % is scaled to controls: 0 for no effect and ±100 for the full control effect; nearly all actives have a fitted effect of over 60% in size
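Two sequential reads on A549 ARE_Fluc cells exposed to compound for 18-24 h: a CellTiter-Fluor fluorescence read for viability, then a luciferase luminescence read for Nrf2/ARE activity.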
Starred values were filed as active, the others as inactive; i = inactive; ? = inconclusive; · = no result given; & = joins results of further samples. Unless noted, calls follow the shape of the dose curve; as a rule, active = well fitted curve in the direction sought with a large enough effect; inconclusive = small, poorly fitted or top-dose-only effect, or another doubt; inactive = no such curve, though single readings can be large; an effect the other way counts as inactive or inconclusive.

No. | Molecule | Abeta rescue | Akt phos inh | A549 viability | Nrf2 activator | Mm-Cpn inhibitor
1 | Fc1ccc(CN2CCN(c3ncccn3)CC2)c(F)c1 | -12% | i | 1% | -0.5% | 0%
2 | O=[N+]([O-])c1ccc(C2=Nn3cnnc3SC2)cc1 | 3% | i | 1% | 0.0% | 2%
3 | O=C(c1ccc(Cl)c(S(=O)(=O)NCc2ccco2)c1)N1CCN(c2ccccc2F)CC1 | -23% | i | -22% | -0.2% | -1%
4 | CN(C)C(=O)NC(Nc1cccc([N+](=O)[O-])c1)C(Cl)(Cl)Cl (stereo not given) | -14% | i | -7% | -0.8% | -3%
5 | CN1CCN(C(=O)c2ccc(-c3cnc4cccnn34)cc2)CC1 | -18% | · | · | -0.6% | ·
6 | Cc1ccc2[nH]c(=O)c(CN(CCCN3CCOCC3)C(=O)Nc3cccc(Cl)c3)cc2c1 | -6% | i | -13% | 2.9% | 3%
7 | COc1ccccc1C(=O)N(Cc1ccccc1)c1ccc(C)cc1 | -1% | i | 1% | -0.4% | -2%
8 | CCOc1ccc(CN(C)C(=O)CN2C(=O)NC3(CCCc4ccccc43)C2=O)cc1 (stereo not given) | -7% | i | -2% | -0.3% | 1%
9 | COc1ccc(NS(=O)(=O)c2cc(C)ccc2C)cc1 | -15% | i | -3% | -1.3% | 1%
10 | Cn1cccc1Cc1nnc(SCC(=O)NCC2CCCO2)n1CCc1ccccc1 (stereo not given) | -9% | i | -1% | -0.3% | -2%
11 | Cc1ccc(C)n1CCN1CCN(S(=O)(=O)c2ccc(F)cc2F)CC1 | 1% | i | -8% | 3.2% | 3%
12 | COc1ccccc1NC(=O)c1ccc(Cl)c(S(=O)(=O)NCc2ccco2)c1 | 9% | i | -5% | ? | 0%
13 | CCC(C)(C(=O)NC1CCCC1)N(C(=O)CC1NC(=O)NC1=O)c1c(C)n(C)n(-c2ccccc2)c1=O (stereo not given) | -19% | i | -3% | 0.2% | 2%
14 | O=C(c1ccc(F)cc1F)N1CCC(N2CCC(C(=O)N3CCOCC3)CC2)CC1 | -6% | i | 2% | -0.7% | 2%
15 | COc1cc(/C=N/NC(=O)c2ccc(F)cc2)ccc1OC(=O)c1ccco1 | 5% | i | 14% | 3.6% | 1%

No. | HepG2 viability | TGFb inhibitor | CCT modulator | Nrf2 block
1 | 4% | 3% | -0.2 | -5%
2 | -16% | -1% | -2.4 | -20%
3 | -22% | -8% | 0.4 | ?
4 | 3% | -2% | -2.0 | -8%
5 | -19% | 3% | -1.2 | ·
6 | -28% | 0% | -2.7 | -9%
7 | -18% | 2% | 0.1 | -5%
8 | -17% | -27% | -1.8 | ?
9 | -7% | -13% | 1.7 | 4%
10 | -1% | 0% | 1.1 | 7%
11 | 19% | -24% | 1.7 | -26%
12 | -19% | -2% | -1.5 | ?
13 | 4% | -32% | -0.7 | -2%
14 | 4% | 23% | -0.9 | 7%
15 | 10% | 0% | -1.6 | -7%

Values in list order from the list.
Nrf2 activator for nos. 5–15 → -0.6%, 2.9%, -0.4%, -0.3%, -1.3%, -0.3%, 3.2%, ?, 0.2%, -0.7%, 3.6%

Next part:
No. | Molecule | Abeta rescue | Akt phos inh | A549 viability | Nrf2 activator | Mm-Cpn inhibitor
16 | O=C(NCc1ccccc1)N1CCC(CO)(Cc2cccc(F)c2)CC1 | 9% | i | -6% | -0.1% | ?
17 | O=C(Nc1ccccc1)OC[C@@H]1C=CS(=O)(=O)N1Cc1ccc(Br)cc1 | 5% | i | · | 24% | ·
18 | CCOc1ccc(N2CC(C(=O)NCC(=O)Nc3ccc(F)c(F)c3F)CC2=O)cc1 (stereo not given) | -10% | i | 20% | -0.1% | -2%
19 | N#Cc1ccc(C(=O)OCC(=O)Nc2cccc(S(=O)(=O)N3CCCCC3)c2)cc1 | 6% | i | 2% | 0.0% | 0%
20 | CCn1cc(C(=O)NCC2CCCO2)c(=O)c2cc(S(=O)(=O)N(C)C)ccc21 (stereo not given) | 10% | i | 16% | 0.5% | 0%
21 | COc1ccc(C(=O)N2CCC(n3nccc3NC(=O)C3CC3)CC2)cc1F | 13% | i | 2% | -0.5% | -2%
22 | COCc1cc(C)nc(OCC(=O)N/N=C/c2ccc(O)cc2)c1C#N | -15% | i | -1% | -0.5% | 0%
23 | CC1(C)CC2(OC2c2ccccc2[N+](=O)[O-])C(=O)c2ccccc21 (stereo not given) | 3% | i | · | 0.1% | ·
24 | Cc1c(Cl)c([N+](=O)[O-])nn1CCCC(=O)Nc1cccc(Cl)c1Cl | -21% | i | 0% | -0.4% | 1%
25 | CCOc1ccc(OCCCCn2ccnc2)cc1 | 3% | i | 1% | 0.6% | -2%
26 | Cc1cc(C(=O)CSc2nncs2)c(C)n1-c1c(C)n(C)n(-c2ccccc2)c1=O | 10% | i | -2% | 0.1% | 0%
27 | COc1ccc(C(=O)CSc2nnc(-c3ccc(C)cc3)o2)cc1 | 4% | i | 13% | -0.5% | -13%
28 | N#CCCN(Cc1ccccc1)C(=O)c1nccnc1C(=O)O | -2% | i | -2% | 0.6% | -1%
29 | Cc1cccc(Cc2ccc(Cl)nn2)c1 | -3% | i | -2% | -0.6% | -3%
30 | CC(C)Oc1cccc(C2CC(=O)Nc3cc4c(cc32)OCO4)c1 (stereo not given) | 0% | · | -19% | 1.1% | ·

No. | HepG2 viability | TGFb inhibitor | CCT modulator | Nrf2 block
16 | -20% | -9% | 0.4 | 0%
17 | -28% | -18% | -0.2 | ·
18 | -15% | -8% | -55* | 3%
19 | 4% | 2% | 1.3 | 8%
20 | -13% | 2% | -1.2 | -4%
21 | -2% | 4% | -2.2 | 10%
22 | -17% | -16% | 1.1 | -2%
23 | -1% | 0% | 1.5 | ·
24 | 3% | 0% | -0.1 | -5%
25 | 7% | -3% | 1.6 | 4%
26 | -2% | -4% | 1.0 | 26%
27 | -9% | 6% | -2.9 | 3%
28 | 0% | 5% | -2.3 | 6%
29 | 0% | -7% | -2.6 | 1%
30 | -4% | ? | · | 16µM*

Structural class: the compounds so far containing an aryl thioether with sulfur outside any ring.
No. | Molecule | Abeta rescue | Akt phos inh | A549 viability | Nrf2 activator | Mm-Cpn inhibitor
10 | Cn1cccc1Cc1nnc(SCC(=O)NCC2CCCO2)n1CCc1ccccc1 (stereo not given) | -9% | i | -1% | -0.3% | -2%
26 | Cc1cc(C(=O)CSc2nncs2)c(C)n1-c1c(C)n(C)n(-c2ccccc2)c1=O | 10% | i | -2% | 0.1% | 0%
27 | COc1ccc(C(=O)CSc2nnc(-c3ccc(C)cc3)o2)cc1 | 4% | i | 13% | -0.5% | -13%

No. | HepG2 viability | TGFb inhibitor | CCT modulator | Nrf2 block
10 | -1% | 0% | 1.1 | 7%
26 | -2% | -4% | 1.0 | 26%
27 | -9% | 6% | -2.9 | 3%

Further entries
No. | Molecule | Abeta rescue | Akt phos inh | A549 viability | Nrf2 activator | Mm-Cpn inhibitor
31 | COc1ccc(CCNC(=O)Cn2ccc3cc(S(=O)(=O)N4CCCC4)ccc32)cc1OC | 20% | i | -4% | -0.1% | 1%
32 | C=CCNc1nc(-c2ccc(O)c(C(N)=O)c2)cs1 | -4% | i | -1% | 18% | -3%
33 | CSc1cnc2c(=O)n(C)c(=O)[nH]c2n1 | 2% | i | 7% | -0.2% | -3%
34 | Cn1cccc1/C=N/n1c(-c2ccco2)n[nH]c1=S | 6% | i | 2% | 24% | 0%
35 | Cc1cccc(C)c1NC(=O)CNC(=O)c1ccccc1 | -16% | i | -1% | -0.4% | -1%
36 | CCc1nc2ccccc2c(C(=O)OCCN2C(=O)c3ccccc3C2=O)c1C | -8% | i | -4% | -0.4% | -12%
37 | COC(=O)[C@@]1(Sc2ccc(C)cc2)CC(=O)N(c2ccc3c(ccn3C)c2)[C@@H]1c1ccccc1 | 2% | i | · | 4.0% | ·
38 | O=C(c1cccnc1)N1CCN(Cc2cccc(F)c2)CC1 | 3% | i | -7% | -0.3% | -2%
39 | Cc1ccc(SCC(=O)Nc2ccc(N3CCOCC3)cc2)cc1C | 4% | i | 4% | -0.2% | -17%
40 | COc1cc(C)c(Cl)cc1S(=O)(=O)n1cnc2ccccc21 | -15% | · | -3% | -0.3% | 0%
41 | COc1ccc(C2CC(c3ccc(OC)cc3)n3nc(NC(=O)c4cccs4)nc3N2)cc1 (stereo not given) | -4% | ? | -14% | 0.0% | 1%
42 | Brc1ccc(-c2noc(-c3ccccc3)n2)o1 | 4%&-23% | i | 3%&-17% | 29%&29% | 0%
43 | COc1ccc(N2CCN(C(c3ccccc3F)c3sc4nc(-c5ccco5)nn4c3O)CC2)cc1 (stereo not given) | 5% | · | 12% | -0.7% | ·
44 | c1cnc(Nc2nc(-c3ccc4ccccc4c3)cs2)nc1 | -15% | i | 1% | 2.3% | -3%

No. | HepG2 viability | TGFb inhibitor | CCT modulator | Nrf2 block
31 | 4% | 6% | -2.0 | -33%
32 | 2% | -12% | -1.3 | 8%
33 | 7% | -22% | -0.4 | 2%
34 | -1% | 5% | -2.3 | 5%
35 | -2% | -3% | 0.6 | 1%
36 | -34% | -25% | -1.4 | 4%
37 | · | · | 1.2 | ·
38 | -13% | -9% | 1.3 | 4%
39 | -30% | -8% | -1.9 | 17%
40 | 7% | 8% | -0.7 | -12%
41 | -26% | -7% | -14 | ?
42 | -1%&-14% | ? | 1.3 | ?
43 | -4% | ? | · | ·
44 | -32% | 28% | -4.7 | ?

Source: PubChem BioAssay
